High-throughput results as filed in PubChem.
CHRM5 antagonist: human M5 muscarinic receptor antagonists, primary screen, CHO cells, Fluo-8 calcium fluorescence. 360,000 compounds, 0.59% hits. AID 624040, 2012. inhibition, % at 3 µM. CHO-hM5 cells, ACh EC80. Muscarinic acetylcholine receptor M5 (Homo sapiens), P08912;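 active = inhibition above a per-plate cutoff, the mean of that plate's test compounds plus 3 SD, cut at about 27% in these data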;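 also: 0% = acetylcholine EC80 with DMSO and 100% = DMSO without agonist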
CRFBP-R2 block: antagonists of CRF-BP/CRF-R2 complex, primary screen, cell-based, HEK293, calcium dye fluorescence, uHTS; inhibition, % at 11.8 µM; CRF-induced calcium fluorescence; 350,000 compounds, 0.59% hits;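 active = inhibition of the ligand-induced calcium signal above about 50% at the single tested concentration, limit read from the data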
CRFBP-R2 agonist: agonists of CRF-BP/CRF-R2 complex, primary screen, cell-based, HEK293, calcium dye fluorescence, uHTS; calcium dye fluorescence (FLIPR); percent of saturating CRF peptide response; activation, % at 13.2 µM; 350,000 compounds, 0.46% hits; AID 588473, 2011;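 active = activation of at least 50%, plus an integration ratio under a set limit after plate pattern correction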;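 also: plate controls were neutral control wells without compound for no effect and CRF at EC100 for full effect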
CHRM5 PAM: human M5 muscarinic receptor positive allosteric modulators, primary screen, CHO-K1 cells, Fluo-8 calcium fluorescence. CHO-K1 hM5, ACh EC20 PAM; 0% = ACh EC20, 100% = ACh EC100. activation, % at 3 µM. 360,000 compounds, 0.3% hits;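 active = activation above the run cutoff, the mean activation of all test compounds plus 3 SD, cut at about 18% in these data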
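System: CHO-K1 hM5 cells. Reagent: acetylcholine, EC20 level. Compound dosing: single dose, 3 µM nominal final test concentration. Timing: Post-acetylcholine fluorescence recording 140 s. Detection: Fluo-8 calcium fluorescence. Read-out: % activation, ACh-normalized. Benchmarks: ACh EC20 and EC100 wells. Repeats: singlicate, one well per test compound.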
IDE inh: human IDE inhibitors in live cells, primary screen, fluorescence polarization, HEK cells, FAbetaB substrate; inhibition, % at 5.59 µM; Insulin-degrading enzyme (Homo sapiens), P14735; 320,000 compounds, 0.41% hits; FAbetaB cleavage; AID 434962, 2010;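 active = percent inhibition above the average of all tested compounds plus 3 SD, set per screening campaign, cut at about 16% in these data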;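 also: IDE supplied by intact live HEK cells; FP after avidin binding of uncleaved biotin substrate so inhibition keeps polarization high; 0% = DMSO wells and 100% = 60 µM reference IDE inhibitor Ii1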
CHRM5 agonist: human M5 muscarinic receptor agonists, primary screen, CHO-K1 cells, Fluo-8 calcium fluorescence; Muscarinic acetylcholine receptor M5 (Homo sapiens), P08912; CHO-K1 hM5 cells; 0% DMSO wells, 100% maximal acetylcholine response; activation, % at 3 µM; 360,000 compounds, 0.19% hits;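 active = activation above the run's mean over test compounds plus 3 SD, cut at about 23% in these data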;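 also: signal is peak over basal fluorescence ratio across the kinetic read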
CHRM4 PAM: human M4 muscarinic receptor positive allosteric modulators, primary screen, CHO-K1 cells, Fluo-8 calcium fluorescence; Muscarinic acetylcholine receptor M4 (Homo sapiens), P08173; CHO-K1 hM4/Gqi5, ACh EC20; 0% = ACh EC20, 100% = maximal ACh; activation, % at 3 µM; 360,000 compounds, 0.4% hits;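 active = activation above its plate's cutoff, the mean activation of sample wells plus 3 SD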; also: some results filed as inactive read as strong as hits
CHRM4 antagonist: human M4 muscarinic receptor antagonists, primary screen, CHO cells, Fluo-8 calcium fluorescence | Muscarinic acetylcholine receptor M4 (Homo sapiens), P08173 | CHO-hM4 cells, ACh EC80 | inhibition, % at 3 µM | 360,000 compounds, 0.73% hits;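 active = inhibition above its plate's cutoff, the mean inhibition of sample wells plus 3 SD, cut at about 27% in these data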;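 also: 0% = acetylcholine EC80 with DMSO and 100% = DMSO without agonist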
CHRM4 agonist: human M4 muscarinic receptor agonists, primary screen, CHO-K1 cells, Fluo-8 calcium fluorescence; Muscarinic acetylcholine receptor M4 (Homo sapiens), P08173; activation, % at 3 µM; AID 624127, 2012; CHO-K1 hM4/Gqi5; vehicle 0%, full acetylcholine response 100%; 360,000 compounds, 0.14% hits;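 active = activation above the run mean over all test wells plus 3 SD, cut at about 32% in these data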;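 also: peak over basal fluorescence ratio per well then scaled between controls; 0% = DMSO wells and 100% = acetylcholine at EC100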
* hit, by the source's call; . = no result given.

The opening 2 compounds, ahead of the listing:
nr	Compound	CHRM4 agonist	CRFBP-R2 agonist	CHRM5 agonist	CHRM5 PAM	CHRM5 antagonist	CRFBP-R2 block	IDE inh	CHRM4 antagonist	CHRM4 PAM
1	Cc1cc(NC(=O)CSCC(=O)OCC(=O)c2ccc(Br)cc2)no1	6	-0.2	4	1	-7	1	.	-14	-1
2	Cc1onc(-c2ccccc2)c1C(=O)N1CCCC(C(F)(F)F)C1 (stereo unspecified)	0	-1.0	-1	4	-28	-4	5	-5	1

This part in full, from the first entry:
nr	Compound	CHRM4 agonist	CRFBP-R2 agonist	CHRM5 agonist	CHRM5 PAM	CHRM5 antagonist	CRFBP-R2 block	IDE inh	CHRM4 antagonist	CHRM4 PAM
1	Cc1cc(NC(=O)CSCC(=O)OCC(=O)c2ccc(Br)cc2)no1	6	-0.2	4	1	-7	1	.	-14	-1
2	Cc1onc(-c2ccccc2)c1C(=O)N1CCCC(C(F)(F)F)C1 (stereo unspecified)	0	-1.0	-1	4	-28	-4	5	-5	1
3	CNC(=S)N/N=C(\C)c1ccc(-n2ccnc2)cc1	1	0.9	-2	-9	10	13	7	8	6
4	CCOC(=O)COn1c(=O)c(=O)n(O)c2ccccc21	0	-0.3	-2	-1	-4	-3	6	7	-1
5	CCOC(=O)CN1C(=O)CC(c2ccc([N+](=O)[O-])cc2)C1=O (stereo unspecified)	0	-0.8	-3	-2	17	2	-4	14	-2
6	Cc1ccc(SCC(=O)NC(C)c2ccccc2)cc1 (stereo unspecified)	-1	-3.7	-7	3	7	11	3	-8	9
7	Cc1ccc(C(=O)C2CCN(CC(=O)Nc3ccccc3C)CC2)cc1	0	-1.4	-4	2	3	-12	-6	3	-5
8	O=C(COC(=O)C1=COCCO1)NC1CCCCCCC1	0	1.3	-2	11	-8	4	6	-1	1
9	CCC1(c2ccc(Cl)cc2)NC(=O)N(CC(=O)NCc2ccc(F)cc2)C1=O (stereo unspecified)	2	-0.7	-1	1	-3	-6	-1	2	-3
10	CCN(CC)c1ccc(NC(=S)NC(=O)c2ccco2)cc1	1	3.4	-3	7	2	-6	-6	-4	2
11	COc1cc(/C=C(/C#N)c2ccccc2)ccc1Oc1ccc([N+](=O)[O-])cn1	0	8.3	-4	-2	-12	-13	2	7	13
12	Cn1c(CSCc2ccc(Cl)cc2)n[nH]c1=S	3	1.5	0	0	-4	30	8	-3	14

(continued)
nr	Compound	CHRM4 agonist	CRFBP-R2 agonist	CHRM5 agonist	CHRM5 PAM	CHRM5 antagonist	CRFBP-R2 block	IDE inh	CHRM4 antagonist	CHRM4 PAM
13	Cc1ccc(C)c(SCC(=O)NCc2ccco2)c1	7	-1.1	-8	-26	5	8	-2	4	-9
14	CCc1cc(=O)oc2cc(C)cc(OC(C)C(=O)NCCN3CCOCC3)c12 (stereo unspecified)	1	-1.0	-2	-2	8	10	1	-4	-3
15	O=C(NCCCl)c1ccc(OCc2ccccc2)cc1Cl	2	3.2	-3	-2	-14	-6	9	-8	-5
16	COc1ccccc1NC(=O)CSc1nc(C)c2c(c1C#N)CCCC2	0	-0.2	0	-2	16	3	3	-7	10
17	O=C(N/N=C/c1cccc([N+](=O)[O-])c1)c1cc2c(ccc3ccccc32)o1	1	-1.9	-1	-2	-1	46	-3	-3	1
18	Cn1cccc1CC(=O)N/N=C/c1cc([N+](=O)[O-])ccc1Cl	1	1.3	-1	0	0	11	-1	1	1
19	CCOc1ccccc1C1C(C#N)=C(N)SC(N)=C1C#N	9	3.0	2	-4	-8	11	3	4	-9
20	COc1ccc(-c2[nH]ncc2CNCCc2ncccc2C)cc1F	0	-3.8	-2	7	1	3	4	3	-6
21	O=c1c2c([N+](=O)[O-])cc([N+](=O)[O-])cc2sn1Cc1ccccc1	10	-0.7	1	-9	10	1	84*	-10	3
22	CC(C)C1Oc2ccccc2N(CC(=O)NCCCN2C(C)CCCC2C)C1=O (stereo unspecified)	1	4.0	-2	-1	-3	-17	7	-7	3
23	COc1ccc(C)cc1NC(=O)NNC(=O)C(C)Oc1ccc([N+](=O)[O-])cc1 (stereo unspecified)	4	-0.9	5	-9	16	3	5	-4	1
24	Cc1ccc(S(=O)(=O)[N-]c2nc3ccccc3nc2-n2cc[n+](CCC(C)C)c2)cc1	0	0.6	-3	-3	5	-7	3	3	10

Continued:
nr	Compound	CHRM4 agonist	CRFBP-R2 agonist	CHRM5 agonist	CHRM5 PAM	CHRM5 antagonist	CRFBP-R2 block	IDE inh	CHRM4 antagonist	CHRM4 PAM
25	COC(=O)c1c(NC(=O)c2ccco2)sc2c1CCN(C(C)C)C2	0	52*	-3	-1	13	-5	8	4	-1
26	COc1ccccc1NC(=O)c1cc(-c2ccc(C)o2)nc2ccccc12	12	2.2	0	-7	26	-3	2	4	-4
27	CN(CC(=O)Nc1cccc(F)c1)C(=O)c1ccncc1	1	0.2	-4	-6	16	6	7	1	-2
28	COc1cccc(C(C)(O)c2nc(-c3ccc(OC)nc3)cs2)c1 (stereo unspecified)	5	.	3	1	1	.	.	3	1
29	CCCCOC(=O)Nc1nnc(COc2ccccc2)s1	-3	-1.2	-5	-3	-5	-69	-3	-1	0
30	CCOC(=O)CSc1nnc(CSc2nc(C)cc(C)n2)n1Cc1ccco1	0	0.0	-1	7	1	7	-2	6	-4
31	CC(Oc1ccccc1Cl)c1nnc(N)s1 (stereo unspecified)	2	0.5	-2	5	6	6	0	-3	16
32	COc1cc(OC)c(C=Cc2ccncn2)c(OC)c1	0	0.0	0	-2	-1	12	.	-7	8
33	CCOC(=O)[C@]12CCC=C1N(CCC1=CCCCC1)C(=O)[C@H](CC(=O)NCc1cccc(C(F)(F)F)c1)C2	0	.	1	2	3	.	.	-11	8
34	CCOC(=O)C1CCCN(C(=O)/C(=C/c2ccco2)NC(=O)c2ccccc2)C1 (stereo unspecified)	2	2.2	11	-8	9	-2	-1	1	2
35	O=C(O)Cn1c2ccccc2c2ccccc21	0	-3.0	-3	2	-8	-8	-4	1	0
36	O=C(NC(=S)Nc1ccc(N2CCOCC2)cc1)c1ccc(Cl)cc1	2	0.7	2	-9	-2	-43	3	2	-7

(further entries)
nr	Compound	CHRM4 agonist	CRFBP-R2 agonist	CHRM5 agonist	CHRM5 PAM	CHRM5 antagonist	CRFBP-R2 block	IDE inh	CHRM4 antagonist	CHRM4 PAM
37	COc1cccc(C(=O)Nc2cc3c(cc2N2CCOCC2)n(C)c(=O)n3C)c1	1	-0.7	-3	6	-11	-14	4	-14	10
38	Cc1ccc(S(=O)(=O)N2CCOCC2)cc1NC(=O)C1CC(=O)N(c2ccc3c(c2)OCCO3)C1 (stereo unspecified)	1	0.3	3	3	1	6	10	3	2
39	Cc1cc(O)c(-c2ccno2)cc1Cl	10	3.8	-3	-6	8	38	6	-9	13
40	O=C(Nc1c(C(=O)N2CCOCC2)cnn1-c1ccccc1)c1ccccc1	1	1.2	0	0	-7	-12	-2	6	7
41	CCN(CC(=O)Nc1ccc2c(c1)OCCO2)Cc1nc2cc(Cl)ccc2c(=O)[nH]1	7	-2.0	1	1	1	4	-2	-2	-4
42	COc1ccc(CN(CCN)C2CC(C)N(C)CC2C)cc1 (stereo unspecified)	1	6.7	0	-5	12	4	3	-16	3
43	CC(C)(C(N)=O)N1CCN(c2ncc(C(F)(F)F)cc2Cl)CC1	5	3.1	2	-7	5	-16	-4	-7	6
44	CCOC(=O)CC(=O)CSc1nc2c(c(C)c1C#N)CCC2	1	-6.2	-5	2	5	13	2	-1	2
45	Cc1csc(NC(=O)C2CCN(C(=O)c3ccccc3C)CC2)n1	4	-1.8	-4	4	1	-13	-9	-26	11
46	O=C(COc1ccccc1[N+](=O)[O-])N(Cc1cccc(Br)c1)C1CCS(=O)(=O)C1 (stereo unspecified)	3	0.0	0	-8	16	-3	0	-2	-1
47	Cn1cccc1C(=O)NC(=O)COC(=O)c1ccc(S(C)(=O)=O)cc1	2	2.9	2	0	-6	7	1	-25	7
48	O=C1c2cc(S(=O)(=O)N(CCO)CCO)ccc2-c2ccc(S(=O)(=O)N(CCO)CCO)cc21	0	-0.9	-4	5	4	-12	-1	2	-1
49	CCC(C)NS(=O)(=O)c1ccc(OCC(=O)NCc2ccccn2)cc1 (stereo unspecified)	2	14	0	3	-4	51*	5	-5	-2

9 compounds already listed, arranged by SMILES length, low to high:
nr	Compound	CHRM4 agonist	CRFBP-R2 agonist	CHRM5 agonist	CHRM5 PAM	CHRM5 antagonist	CRFBP-R2 block	IDE inh	CHRM4 antagonist	CHRM4 PAM
39	Cc1cc(O)c(-c2ccno2)cc1Cl	10	3.8	-3	-6	8	38	6	-9	13
42	COc1ccc(CN(CCN)C2CC(C)N(C)CC2C)cc1 (stereo unspecified)	1	6.7	0	-5	12	4	3	-16	3
49	CCC(C)NS(=O)(=O)c1ccc(OCC(=O)NCc2ccccn2)cc1 (stereo unspecified)	2	14	0	3	-4	51*	5	-5	-2
47	Cn1cccc1C(=O)NC(=O)COC(=O)c1ccc(S(C)(=O)=O)cc1	2	2.9	2	0	-6	7	1	-25	7
37	COc1cccc(C(=O)Nc2cc3c(cc2N2CCOCC2)n(C)c(=O)n3C)c1	1	-0.7	-3	6	-11	-14	4	-14	10
41	CCN(CC(=O)Nc1ccc2c(c1)OCCO2)Cc1nc2cc(Cl)ccc2c(=O)[nH]1	7	-2.0	1	1	1	4	-2	-2	-4
46	O=C(COc1ccccc1[N+](=O)[O-])N(Cc1cccc(Br)c1)C1CCS(=O)(=O)C1 (stereo unspecified)	3	0.0	0	-8	16	-3	0	-2	-1
48	O=C1c2cc(S(=O)(=O)N(CCO)CCO)ccc2-c2ccc(S(=O)(=O)N(CCO)CCO)cc21	0	-0.9	-4	5	4	-12	-1	2	-1
38	Cc1ccc(S(=O)(=O)N2CCOCC2)cc1NC(=O)C1CC(=O)N(c2ccc3c(c2)OCCO3)C1 (stereo unspecified)	1	0.3	3	3	1	6	10	3	2

This is a random part of the collection; about 2.9% have a hit in one of these screens.
